CHO parental Ca: ATP-evoked calcium signal inhibitors, parental CHO, primary screen, counter-screen for OX1R antagonist project, cell-based, fluorescence, Fluo-8 calcium dye; parental CHO-K1, ATP-induced calcium, Fluo-8 fluorescence; inhibition, % at 5.6 µM; hit rate 0.63% among 330,000; AID 463079, 2010;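 active = inhibition above that plate's mean sample inhibition plus 3 SD, cut at about 26% in these data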;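 also: 0% = ATP-challenged DMSO wells and 100% = DMSO wells without ATP; some compounds past the cut are filed as inactive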
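Assay system – parental CHO cells · Reagent – ATP stimulus · Detection – intracellular calcium via Fluo-8 no-wash fluorescent dye · Evaluation – percent inhibition of ATP-evoked calcium rise, normalized to controls · Controls – ATP wells versus no-ATP DMSO wells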
M1 ag parental: counter-screen for M1 agonists: effect in parental CHO-K1 cells; Fluo-8 calcium fluorescence; scaled to maximal ATP response, vehicle zero; activation, % at 3 µM; hit rate 0.48% among 360,000; in the data active = activation above about 15%;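 also: untransfected CHO-K1 host cells lacking M1 receptor as counterscreen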
TAAR1 ag: human TAAR1 agonists, primary screen, Fluo-8 calcium fluorescence, CHO RD-HGA16 cells | vehicle wells 0%, saturating PEA agonist 100% | Trace amine-associated receptor 1 (Homo sapiens), Q96RJ0 | activation, % at 3 µM | hit rate 0.99% among 360,000;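 active = activation above the mean activation of all test compounds in the run plus 3 SD, cut at about 38% in these data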
Target sequence (Q96RJ0 whole entry, looked up): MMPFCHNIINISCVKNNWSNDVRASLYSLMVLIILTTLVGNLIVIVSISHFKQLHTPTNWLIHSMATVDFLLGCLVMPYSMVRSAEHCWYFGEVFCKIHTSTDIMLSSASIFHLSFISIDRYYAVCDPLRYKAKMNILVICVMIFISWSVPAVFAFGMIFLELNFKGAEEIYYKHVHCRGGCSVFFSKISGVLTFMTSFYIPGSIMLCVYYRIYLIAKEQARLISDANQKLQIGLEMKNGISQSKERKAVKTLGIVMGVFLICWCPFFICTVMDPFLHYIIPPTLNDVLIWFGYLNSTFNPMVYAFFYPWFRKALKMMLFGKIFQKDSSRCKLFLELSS
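Assay system: CHO-derived RD-HGA16 cells with stable Gα16 and human TAAR1; timing: 17-24 h seeding, 75 min 37 °C dye, 30 min RT; read-out: % activation from peak over basal fluorescence ratio, DMSO-to-PEA scaled; measured by: kinetic Fluo-8 calcium fluorescence; benchmarks: low control DMSO, high control PEA (EC100); doses: 3 µM single concentration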
M1 antag: human M1 muscarinic receptor antagonists, primary screen, CHO-K1 cells, Fluo-8 calcium fluorescence, 1536-well | CHO-K1 hM1, ACh EC80 antagonist | inhibition, % at 3 µM | hit rate 1.3% among 360,000;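 active = percent inhibition above its own plate's cutoff, namely the mean of that plate's compound wells plus 3 SD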;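 also: peak over basal fluorescence ratio during 140 s after agonist addition; 0% = ACh EC80 plus DMSO and 100% = DMSO alone without agonist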
Target sequence (P11229 whole entry, looked up): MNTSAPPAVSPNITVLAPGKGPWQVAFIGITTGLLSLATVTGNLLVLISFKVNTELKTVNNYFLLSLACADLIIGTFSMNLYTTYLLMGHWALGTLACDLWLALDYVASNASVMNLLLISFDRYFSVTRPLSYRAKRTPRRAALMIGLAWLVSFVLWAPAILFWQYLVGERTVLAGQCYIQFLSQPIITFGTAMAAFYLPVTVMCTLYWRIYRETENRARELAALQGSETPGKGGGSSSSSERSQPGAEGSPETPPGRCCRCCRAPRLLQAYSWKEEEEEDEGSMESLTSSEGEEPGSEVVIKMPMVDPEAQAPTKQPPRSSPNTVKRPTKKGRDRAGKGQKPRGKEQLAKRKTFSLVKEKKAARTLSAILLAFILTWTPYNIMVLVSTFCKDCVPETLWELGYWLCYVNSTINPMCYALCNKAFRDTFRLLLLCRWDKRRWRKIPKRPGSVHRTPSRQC
CHO-K1 Ca antag: nonselective inhibitor or artifact in parental CHO-K1 cells. ATP-induced calcium, Fluo-8 fluorescence. inhibition, % at 3 µM. hit rate 0.6% among 360,000. AID 602250;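 active = inhibition above a per-plate cutoff, the plate's mean sample inhibition plus 3 SD, cut at about 24% in these data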;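 also: 0% = DMSO plus EC80 ATP and 100% = DMSO alone without ATP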
TAAR1 antagonist: human TAAR1 antagonists, primary screen, Fluo-8 calcium fluorescence, CHO RD-HGA16 cells; AID 624466, 2012; Trace amine-associated receptor 1 (Homo sapiens), Q96RJ0; inhibition, % at 3 µM; hit rate 1.5% among 360,000; antagonist;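 active = inhibition above a per-plate cutoff, the mean inhibition of test compounds on that plate plus 3 SD, cut at about 49% in these data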;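 also: 0% = DMSO plus EC80 beta-PEA response and 100% = DMSO alone without agonist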
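Assay system: RD-HGA16 CHO cells with stable hTAAR1 and Gα16 / Reagent: EC80 β-phenethylamine stimulus / Doses: 3 µM, single point / Timing: dye loading 75 min at 37 °C, then 30 min room temperature / Measured by: Fluo-8 intracellular calcium dye fluorescence, real-time kinetic reads / Controls: vehicle wells and EC80 agonist wells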
CHRM1 PAM: human M1 muscarinic receptor positive allosteric modulators, primary screen, CHO-K1 cells, Fluo-8 calcium fluorescence, 1536-well. CHO-K1 hM1, ACh EC20; 0% = ACh EC20, 100% = maximal ACh. AID 588819, 2011. hit rate 0.088% among 360,000. activation, % at 3 µM; in the data active = activation above about 19%, passing the limit was not always enough
CHRM1 agonist: human M1 muscarinic receptor agonists, primary screen, Fluo-8 calcium fluorescence, CHO-K1 cells, HTS; Muscarinic acetylcholine receptor M1 (Homo sapiens), P11229; CHO-K1 hM1, agonist mode; 0% DMSO, 100% acetylcholine EC100; activation, % at 3 µM; hit rate 0.33% among 360,000; AID 588814, 2011;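 active = activation above the run's mean compound activation plus 3 SD, cut at about 16% in these data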;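 also: peak over basal fluorescence ratio within a 140 s kinetic read after compound addition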
M1 PAM parental: nonselective calcium activators in parental CHO-K1 cells, primary screen, counter-screen for M1 PAM project, cell-based, Fluo-8 calcium fluorescence, full deck, 1536-well. hit rate 0.02% among 360,000. activation, % at 3 µM. ATP EC20; 0% at ATP EC20, 100% at ATP max;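 active = activation above the run cutoff, the mean activation of all test compounds plus 3 SD, cut at about 40% in these data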;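 also: peak over basal fluorescence ratio in a 140 s read after ATP addition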
The depositor's hits bear a star; / = not tested or not shown.

Structure,CHO parental Ca,M1 ag parental,TAAR1 ag,M1 antag,CHO-K1 Ca antag,TAAR1 antagonist,CHRM1 PAM,CHRM1 agonist,M1 PAM parental
O=C(NCc1ccccc1C(F)(F)F)C1CC(c2ccccc2[N+](=O)[O-])=NO1 (stereo not given),-20,1.4,7,3,-21,13,3,-5,26
CC(/C=N/NC(=O)c1cc(-c2ccc(C)s2)[nH]n1)=C\c1ccccc1,-26,1.6,5,-4,-12,20,9,-3,24
COc1cc(/C=C2\C(=O)NN(c3ccccc3)C2=O)cc([N+](=O)[O-])c1O,0,-0.5,3,-4,-3,-4,10,-5,7
COC(=O)c1c(NC(=O)CC2SC(N)=NC2=O)sc2c1CCCC2 (stereo not given),-15,2.3,1,-9,-15,-27,10,-4,8
CCS(=O)(=O)c1ccc(O)c(NC(=O)COc2ccc(Br)cc2)c1,1,5.7,14,-1,8,12,-6,-1,5
CC(NC(=O)c1ccccc1)c1nnc(SCc2nc3ccccc3c(=O)[nH]2)n1C (stereo not given),-12,-0.2,3,-1,2,2,4,-5,5
Cc1cccc2sc(NC(=O)c3ccc(NS(=O)(=O)c4cccs4)cc3)nc12,-12,-0.2,1,3,-5,23,-6,-7,12
COCCCNC(=S)N1CCCN(c2nc3cc(C)ccc3cc2C#N)CC1,-20,3.3,7,-6,-14,10,5,-4,11
O=C(COC(=O)C12CC3CC(CC(O)(C3)C1)C2)N1CCN(S(=O)(=O)c2ccc(Cl)cc2)CC1,-6,0.9,0,3,-6,-4,6,-5,17
O=C(N/N=C/c1ccc2c(c1)OCO2)c1ccc(Br)o1,-4,-0.3,1,-6,-8,-5,4,-6,10
CC1CC(C)CN(S(=O)(=O)c2ccc(NC(=O)C3COc4ccccc4O3)cc2)C1 (stereo not given),12,0.4,3,-18,-5,-11,4,-7,11
CC1CCCN(CCCNC(=O)CN2C(=O)COc3ccccc32)C1 (stereo not given),-3,0.0,4,2,0,-10,5,-5,15
N#Cc1ccsc1NC(=O)COC(=O)c1ccc2ccccc2c1,-14,-0.1,4,-9,-10,7,4,0,4
COc1ccc(OC)c(S(=O)(=O)N2CCC(C(=O)N(C)Cc3ccccc3)CC2)c1,-1,5.0,4,14,-9,6,-3,-2,7
COc1ccc(-c2cc(NC=O)c3ncc(-c4cccc(C(=O)NCCN(C)C)c4)n3c2)c(OC)c1,/,0.3,2,85*,-10,-10,-33,-10,8
CCCCc1nnc(NC(=O)C(C)Sc2nc(C)cc(=O)[nH]2)s1 (stereo not given),-3,0.1,15,4,-5,-18,3,-3,9
NC(=O)CSc1nnc(NC(=O)c2ccc3ccccc3c2)s1,-4,0.6,18,-9,9,-13,10,0,-15
CC(C)Cc1nc2oc3c(NCc4cccnc4)ncnc3c2c2c1CCC2,-45,0.1,18,-6,3,20,6,-7,16
Cn1cc(CN2CCc3sccc3C2)c(-c2ccccc2F)n1,-7,0.4,2,-9,-5,-26,1,-7,2
CCC(CC)CN1CCC(CN2CCNC(=O)C2=O)CC1,/,0.0,2,-31,-15,0,21,-9,-12
O=C(CNC(=O)c1ccc(F)cc1)NCc1ccc(Cl)cc1,-11,0.1,-1,-10,-9,8,13,-3,2
O=c1[nH]cnc2c1nc(NCc1ccccc1)n2C1O[C@@H](CO)[C@H](O)[C@@H]1O (stereo not given in full),-7,0.1,1,15,0,4,-7,0,-11
O=C(c1ccccc1F)N1CCN(c2ncccn2)CC1,-2,-0.2,8,-18,-6,6,10,-2,20
Cc1ccc([N+](=O)[O-])cc1-c1[nH]c(-c2ccc(O)c(O)c2)nc1-c1ccccc1,-23,0.1,13,-2,-8,-9,8,-5,28
Cc1cc(C)cc(NC(=O)c2ccc(NC(=O)c3ccco3)cc2)c1,-2,4.4,4,-8,-4,6,12,-1,10
CC(C)CNS(=O)(=O)c1ccc(C(=O)Nc2ccc3c(c2)OCO3)cc1,1,2.5,-1,-7,-9,-1,0,-6,4
COc1ccc(NC(=O)CC2CC3CCC2C3)cn1 (stereo not given),-2,1.2,9,-11,-24,15,11,-3,27
O=C(CN1CCOCC1)n1c2c(c3ccccc31)CCCC2,-7,0.2,-1,-3,-13,-3,4,-2,-1
COC(=O)c1cccc(NC(=O)Cn2cnc3ccccc3c2=O)c1,-13,0.7,2,-9,-6,-5,6,-3,10
CC1=NN(c2ccccc2)C(=O)/C1=C\c1cn(C)c2ccccc12,-24,-0.3,0,6,-12,-1,-3,-4,15
Cc1ccc(CC(NC(=O)c2ccccc2)C(=O)NC(CC(C)C)C(=O)O)cc1 (stereo not given),-8,0.2,3,-7,-3,0,5,-2,9
O=C1C=C(O)c2cccc3cccc1c23,-2,-0.1,0,-20,4,-13,16,1,-10
O=C(CCCCCn1c(=S)[nH]c2cc3c(cc2c1=O)OCO3)N1CCN(Cc2ccccc2)CC1,-18,1.6,6,19,5,10,-7,-5,-4
Cc1ccc2c(c1)sc1nc(=O)n(-c3ccc(Cl)cc3)c(=O)n12,-8,0.4,11,-7,4,8,9,-5,-2
COC(=O)c1c(NC(=O)/C=C/C(=O)O)sc(C)c1-c1ccc(C(C)C)cc1,12,0.6,0,-1,-6,0,3,-5,14
COc1ccccc1S(=O)(=O)c1c(C)cc(C)[nH]c1=O,13,0.7,-1,-14,-6,-6,12,-2,-6
O=C(CCS(=O)(=O)c1ccccc1)N(CCCN1CCOCC1)c1nc2ccc(F)cc2s1,-9,3.9,12,9,-7,-3,-4,-6,-11
Cc1nn(C)c(Cl)c1CN1CCC(Oc2ccc(C(=O)N3CCCC3)cc2)CC1,-8,1.0,3,8,-11,-14,-6,-5,2
CC(=O)Oc1ccc(-c2nc3ccccc3c(=O)o2)cc1,9,0.9,1,-3,-6,3,2,-3,9
OCCC#Cc1ccc(CN2CCN(Cc3ccccc3)C(CCO)C2)cc1 (stereo not given),-20,1.0,1,-3,-8,-15,0,-8,6
CC(C)(C)c1ccc(OCCOCCn2cnc3ccccc3c2=O)cc1,2,3.7,10,-10,-17,16,6,-5,26
CCOC(=O)c1nc(-c2ccc(OC)c(OC)c2)cnc1C#N,6,0.9,4,-1,-10,-36,7,-5,15
NS(=O)(=O)c1ccc(CCNS(=O)(=O)c2cccc(C(=O)O)c2)cc1,-8,0.4,0,-10,-9,-26,6,-2,23
CCOC(=O)C(NC(=O)NC1CCCCC1)(c1ccccc1)C(F)(F)F (stereo not given),-7,-0.1,15,-13,-8,3,4,-3,10
CCCCCC(=O)Nc1cccc(C2=NOC3(C2)C[C@H](C(N)=O)N(C(=O)CCCCC)C3)c1 (stereo not given in full),-13,0.8,5,6,-14,18,3,-6,18
CC1CCN(C(=O)c2cc(F)c(F)cc2Cl)CC1,-1,0.4,3,6,-8,-6,-2,-6,4
CC1=CC(C)(C)Nc2ccc(OC(=O)CCN3C(=O)c4ccccc4C3=O)cc21,-24,4.3,5,1,-6,13,1,-6,14
CCC1CCCN1Cn1cnc2c([nH]c3ccc(Cl)cc32)c1=O (stereo not given),-15,1.1,0,-9,-8,-16,14,-8,21
CC(=O)Nc1ccc2c(c1)-c1ccc(F)cc1C2=O,/,0.2,2,-5,-5,6,-1,-3,-4
Cc1ccc2nc(C(F)OC(F)(F)F)[nH]c2c1 (stereo not given),-9,-0.3,10,7,-2,-2,4,-2,-1
Cc1cccc(OCCn2c(NC(=O)c3ccco3)nc3ccccc32)c1,-25,1.2,0,1,-12,44,4,-1,3
Cc1ccccc1NS(=O)(=O)c1ccc(C)c(C(N)=O)c1,-2,0.4,0,10,13,3,0,0,-4
O=C(C1CC(c2ccccc2O)=NO1)N1CCCCC1 (stereo not given),-12,5.7,12,-23,-16,-13,1,3,11

13 entries from above in a different format:
Second line of a record: CHO parental Ca	M1 ag parental	TAAR1 ag	M1 antag	CHO-K1 Ca antag	TAAR1 antagonist	CHRM1 PAM	CHRM1 agonist	M1 PAM parental
O=C(NCc1ccccc1C(F)(F)F)C1CC(c2ccccc2[N+](=O)[O-])=NO1 (stereo not given)
    -20	1.4	7	3	-21	13	3	-5	26
CC(/C=N/NC(=O)c1cc(-c2ccc(C)s2)[nH]n1)=C\c1ccccc1
    -26	1.6	5	-4	-12	20	9	-3	24
COc1cc(/C=C2\C(=O)NN(c3ccccc3)C2=O)cc([N+](=O)[O-])c1O
    0	-0.5	3	-4	-3	-4	10	-5	7
COC(=O)c1c(NC(=O)CC2SC(N)=NC2=O)sc2c1CCCC2 (stereo not given)
    -15	2.3	1	-9	-15	-27	10	-4	8
CCS(=O)(=O)c1ccc(O)c(NC(=O)COc2ccc(Br)cc2)c1
    1	5.7	14	-1	8	12	-6	-1	5
CC(NC(=O)c1ccccc1)c1nnc(SCc2nc3ccccc3c(=O)[nH]2)n1C (stereo not given)
    -12	-0.2	3	-1	2	2	4	-5	5
Cc1cccc2sc(NC(=O)c3ccc(NS(=O)(=O)c4cccs4)cc3)nc12
    -12	-0.2	1	3	-5	23	-6	-7	12
COCCCNC(=S)N1CCCN(c2nc3cc(C)ccc3cc2C#N)CC1
    -20	3.3	7	-6	-14	10	5	-4	11
O=C(COC(=O)C12CC3CC(CC(O)(C3)C1)C2)N1CCN(S(=O)(=O)c2ccc(Cl)cc2)CC1
    -6	0.9	0	3	-6	-4	6	-5	17
O=C(N/N=C/c1ccc2c(c1)OCO2)c1ccc(Br)o1
    -4	-0.3	1	-6	-8	-5	4	-6	10
CC1CC(C)CN(S(=O)(=O)c2ccc(NC(=O)C3COc4ccccc4O3)cc2)C1 (stereo not given)
    12	0.4	3	-18	-5	-11	4	-7	11
CC1CCCN(CCCNC(=O)CN2C(=O)COc3ccccc32)C1 (stereo not given)
    -3	0.0	4	2	0	-10	5	-5	15
N#Cc1ccsc1NC(=O)COC(=O)c1ccc2ccccc2c1
    -14	-0.1	4	-9	-10	7	4	0	4

Bioassay records as filed in PubChem.
